Screens (PubChem BioAssay)
TNAP inh hi DEA = human TNAP enzyme inhibitors, primary screen, biochemical, luminescent, high phosphate acceptor level, uHTS; purified TNAP, CDP-star luminescence, 1 M DEA; inhibition, % at 20 µM; 0.03% of 200,000 active;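 active = over 50% inhibition of tissue-nonspecific alkaline phosphatase at 20 µM in the single-dose screen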;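 also: plate controls were DMSO wells for no effect and EDTA-quenched wells as full inhibition for full effect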
Target sequence (P05186 whole entry, looked up): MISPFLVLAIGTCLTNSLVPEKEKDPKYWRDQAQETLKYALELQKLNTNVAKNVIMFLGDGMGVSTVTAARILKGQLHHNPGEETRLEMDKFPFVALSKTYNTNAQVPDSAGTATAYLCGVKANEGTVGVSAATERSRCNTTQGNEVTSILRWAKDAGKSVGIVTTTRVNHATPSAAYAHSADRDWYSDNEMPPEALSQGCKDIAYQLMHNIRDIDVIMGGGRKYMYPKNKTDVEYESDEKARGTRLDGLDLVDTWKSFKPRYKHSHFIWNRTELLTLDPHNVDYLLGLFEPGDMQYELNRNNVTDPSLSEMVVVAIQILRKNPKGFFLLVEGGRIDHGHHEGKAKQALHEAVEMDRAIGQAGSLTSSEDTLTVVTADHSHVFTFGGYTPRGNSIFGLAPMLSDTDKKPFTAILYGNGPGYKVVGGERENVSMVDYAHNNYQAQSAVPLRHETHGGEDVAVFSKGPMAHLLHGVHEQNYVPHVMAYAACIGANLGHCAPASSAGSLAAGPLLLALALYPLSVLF
RAM network inh = inhibitors of the yeast RAM network, primary screen, dse1pr::URA3 reporter, 5-FOA selection; S. cerevisiae dse1pr::URA3 reporter, 5-FOA growth OD615, 2 d; analog-sensitive cbk1-as2 kinase mutant strain; inhibition, % at 50 µM; 1.8% of 190,000 active;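 active = inhibition above a set limit, 3 SD over mean compound inhibition, cut at about 8.4% in these data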;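 also: 0% = DMSO-only wells with no growth and 100% = 10 µM 1-NA-PP1 full growth; inhibition rescues growth on 5-FOA so higher OD means more RAM inhibition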
TNAP inh no acc = human TNAP enzyme inhibitors, primary screen, biochemical, luminescent, no phosphate acceptor, uHTS. 0.26% of 200,000 active. inhibition, % at 20 µM. purified TNAP, CDP-star luminescence, 30 min;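 active = tissue-nonspecific alkaline phosphatase inhibition above about 50% at 20 µM in the single-dose screen, limit read from the data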;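 also: 0% = DMSO negative control and 100% = EDTA positive control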
FLuc act counter = FLuc activators, initial screening, artefact control for FLuc-dependent activation tests, biochemical, ATPlite luminescence; AID 1027, 2008; ATPlite luciferase biochemical, 10 min; 0 = ATP-free wells, 1 = DMSO control; 200,000 tested, under 10 active; Luciferin 4-monooxygenase (Photinus pyralis), P08659; activation factor at 10 µM;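 active = luciferase activation factor, scaled between plate controls, of at least 2 with compound at 10 µM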
Target sequence (P08659 whole entry, looked up): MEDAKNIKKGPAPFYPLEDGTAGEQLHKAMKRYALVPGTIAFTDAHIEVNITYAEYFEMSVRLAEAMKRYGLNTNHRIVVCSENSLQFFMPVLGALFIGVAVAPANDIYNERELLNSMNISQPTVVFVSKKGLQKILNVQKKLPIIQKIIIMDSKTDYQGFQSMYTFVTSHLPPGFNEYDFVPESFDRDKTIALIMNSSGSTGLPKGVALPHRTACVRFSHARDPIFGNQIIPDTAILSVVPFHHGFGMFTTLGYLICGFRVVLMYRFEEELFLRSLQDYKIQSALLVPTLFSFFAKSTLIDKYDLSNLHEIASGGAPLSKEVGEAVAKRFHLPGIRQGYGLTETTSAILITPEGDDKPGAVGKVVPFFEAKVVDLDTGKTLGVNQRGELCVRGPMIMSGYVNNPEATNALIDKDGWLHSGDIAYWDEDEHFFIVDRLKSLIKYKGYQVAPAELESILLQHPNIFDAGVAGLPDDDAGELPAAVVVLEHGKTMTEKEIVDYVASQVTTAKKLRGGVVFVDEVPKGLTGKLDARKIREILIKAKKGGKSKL
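System: Luciferase/luciferin detection reagent, cell-free biochemical luciferase assay | Medium: PBS buffer for ATP | Dosing: Test compounds dosed from 2 mM stocks in 100% DMSO | Timing: 10 min at ambient temperature | Signal: Luminescence measurement of luciferase light output | Evaluation: Luciferase activation, seen as luminescence increase over controls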
bIAP inh = bovine intestinal alkaline phosphatase inhibitors, primary screen, selectivity assay for TNAP inhibitor project, biochemical, bovine IAP, CDP-star luminescence | alkaline phosphatase, intestinal [Bos taurus] | purified bovine IAP, 30 min | inhibition, % at 20 µM | 190,000 tested, under 10 active;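 active = over 50% inhibition of intestinal alkaline phosphatase at 20 µM in the single-dose screen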
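test system = bovine IAP enzyme | medium = DEA buffer 100 mM, pH 9.8, with MgCl2 1.0 mM, ZnCl2 0.02 mM | detection = luminescence | dosing = single compound dose of 20 µM, 2% DMSO final | incubation = 30 min reaction at room temperature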
FLuc inh counter = firefly luciferase enzyme inhibitors, primary screen, artefact control for luciferase-based inhibitor screens, biochemical, luminescence, ATPLite; Luciferin 4-monooxygenase (Photinus pyralis), P08659; 10 min; inhibition, % at 10 µM; 1.5% of 200,000 active;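 active = inhibition above about 50% when tested at 10 µM, limit read from the data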
APP transl inh = inhibitors of APP translation via 5'UTR reporter, primary screen, APP 5'UTR luciferase, SH-SY5Y cells; SH-SY5Y APP 5'UTR-luciferase reporter, luminescence; inhibition, % at 2 µM; 0.82% of 190,000 active;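 active = inhibition above a set limit, derived from the sample mean plus 3 SD, cut at about 45% in these data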; also: values of inactives mirror those of a sister screen read the other way
bIAP act = bovine intestinal alkaline phosphatase activators, primary screen, biochemical, bovine IAP, CDP-star luminescence; alkaline phosphatase, intestinal [Bos taurus]; AID 1016, 2008; purified bovine IAP, 30 min; active compounds read high; fold of DMSO-control signal, blank-subtracted; activation factor at 20 µM; 0.17% of 200,000 active;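 active = activation factor of 2 or more at 20 µM, a signal rise over negative controls twice the positive control's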
Lmaj promast = Leishmania major promastigote growth inhibition, primary screen; Leishmania major promastigotes, resazurin fluorescence viability; inhibition, % at 10 µM; 9% of 200,000 active; in the data active = inhibition above about 50%;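 also: promastigotes grown with compound for 44 hours at 28 °C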
TNAP act hi DEA = TNAP activators at high phosphate acceptor level, primary screen, biochemical, luminescence, uHTS | purified TNAP, CDP-star luminescence, 1 M DEA, 30 min; active compounds read high; 0 = EDTA background, 1 = DMSO-only activity | activation factor at 20 µM | 200,000 tested, under 10 active | AID 1136, 2008;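 active = activation factor at least 2 at 20 µM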
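Dosing: 20 µM single point. System: human TNAP. Amount: TNAP 1/800 final. Incubation: 30 min, room temperature. Read-out: TNAP activation factor scaled between EDTA and DMSO control wells. Signal: luminescence from CDP-star hydrolysis. Medium: 1 M DEA, pH 9.8, Mg2+, Zn2+. Control set: EDTA negative control, DMSO positive control.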
* hit, by the source's call; . = not tested or not shown. Compounds as they come. About 13% of those tested had a hit in this group.

SMILES	TNAP inh hi DEA	RAM network inh	TNAP inh no acc	FLuc act counter	bIAP inh	FLuc inh counter	APP transl inh	bIAP act	Lmaj promast	TNAP act hi DEA
Cn1cccc1C(=S)N1CCOCC1	-3	0.0	-10	1	12	-4	-9	0.9	-4	1
Cc1ccc(NC(=O)CC2C(=O)N(Cc3ccccc3)C(=S)N2NC(=O)c2cccc(F)c2)c(C)c1 (stereo not given)	-6	2.8	-9	1.1	13	-6	7	0.9	22	1.1
Fc1ccc(-c2csc(-c3ccncc3)n2)cc1	-3	1.0	-9	1	17	4	-6	0.8	9	1
CCCCOc1ccc(/C=C/C(=O)NC2=Nc3ccccc3NC(C)=C2C(=O)OCC)cc1OC	-6	3.2	-7	1	-16	-3	10	1.2	50	1.1
CCC(C)Nc1nnnc2c1sc1nc3c(cc12)COC(C)(C)C3 (stereo not given)	0	-0.3	8	1	-1	4	-23	1	50*	1
CCc1nnc(NC(=O)c2cc(S(=O)(=O)N(CC)CC)ccc2Cl)s1	-5	0.8	-10	1	11	0	-9	0.9	-10	1
CCOC(=O)c1oc2ccccc2c1CSc1nnnn1-c1ccc(C)cc1	-8	10*	-6	1.1	6	-10	-7	0.9	-2	1.1
CCOC(=O)C1CCCN(C2CC(=O)N(c3cccc(C(F)(F)F)c3)C2=O)C1 (stereo not given)	-6	1.5	-2	1.1	-2	-8	2	1	3	1.1
Cc1cc(N2CCCC2)n2nc(C)nc2n1	-2	2.9	-4	1.1	-2	-7	-15	1	-5	1
Fc1ccc(-c2nnc(-c3ccc(Cl)cc3Cl)o2)cc1	-5	3.4	-8	0.1	3	89*	-141	1	-8	1.1
CC1CCCC(C)N1S(=O)(=O)c1ccc(NC(=O)c2ccccc2C(=O)N2CCOCC2)cc1 (stereo not given)	-10	2.7	-11	1.1	11	-6	2	0.9	-2	1.1
CC(C)CCc1noc(CN2CCC(CCN3CCCC3=O)CC2)n1	-3	1.7	-2	1.1	4	-7	-5	1	0	1
COc1ccc(CC(=O)OCC(=O)Nc2ccc3c(c2)OCO3)cc1	-2	0.6	-12	1.1	-3	-7	-13	1	-1	1
Nc1nc(SCC(=O)NCC2CCCO2)n[nH]1 (stereo not given)	-1	1.9	-5	1	11	-4	3	0.9	-2	1
NC(=O)Nc1ccc(Oc2ncc(C(F)(F)F)cc2Cl)cc1	-6	1.5	-6	1.1	-8	-7	-18	1.1	-1	1.1

Looked up above.
`Nc1nc(SCC(=O)NCC2CCCO2)n[nH]1` (stereo not given) – TNAP inh no acc: -5
`CCc1nnc(NC(=O)c2cc(S(=O)(=O)N(CC)CC)ccc2Cl)s1` – Lmaj promast: -10
`CC1CCCC(C)N1S(=O)(=O)c1ccc(NC(=O)c2ccccc2C(=O)N2CCOCC2)cc1` (stereo not given) – TNAP inh no acc: -11
`CC(C)CCc1noc(CN2CCC(CCN3CCCC3=O)CC2)n1` – FLuc inh counter: -7

Entries of single compounds, quoted from the list.
CCC(C)Nc1nnnc2c1sc1nc3c(cc12)COC(C)(C)C3 (stereo not given) reads TNAP inh hi DEA: 0; RAM network inh: -0.3; TNAP inh no acc: 8; FLuc act counter: 1; bIAP inh: -1; FLuc inh counter: 4; APP transl inh: -23; bIAP act: 1; Lmaj promast: 50*; TNAP act hi DEA: 1
Cn1cccc1C(=S)N1CCOCC1 reads TNAP inh hi DEA: -3; RAM network inh: 0.0; TNAP inh no acc: -10; FLuc act counter: 1; bIAP inh: 12; FLuc inh counter: -4; APP transl inh: -9; bIAP act: 0.9; Lmaj promast: -4; TNAP act hi DEA: 1

Next compounds follow:
SMILES	TNAP inh hi DEA	RAM network inh	TNAP inh no acc	FLuc act counter	bIAP inh	FLuc inh counter	APP transl inh	bIAP act	Lmaj promast	TNAP act hi DEA
COc1ccc(-c2cc(-c3nnc(COC(=O)c4ccncc4)o3)c3ccccc3n2)cc1OC	1	3.4	-3	1	-8	2	6	1.1	2	1
O=C(NCc1ccncc1)Nc1cccc(Cl)c1	-5	2.1	-9	1.1	8	-5	-3	0.9	5	1.1
C=CCOc1ccc(CN(C)CC(=O)Nc2ccccc2[N+](=O)[O-])cc1	-4	-0.8	-7	1	20	-4	-2	0.8	-4	1
COc1ccc(CCN=C(N)NS(=O)(=O)c2ccc(OC)cc2)cc1	-3	0.1	-8	1	10	-3	18	0.9	-9	1
COc1cccc(-c2nc3n(n2)C(c2ccccc2Cl)C(C(N)=O)=C(C)N3)c1 (stereo not given)	-3	1.1	49	1.1	5	-5	2	0.9	-4	1
CCCCn1c(SCC(=O)Nc2cc(C)on2)nnc1-c1cccnc1	-4	-0.3	-7	1	2	-3	8	1	-1	1
CC(=O)c1sc(NC(=O)c2ccc(F)c(F)c2)nc1C	0	0.0	-7	0.9	5	10	-4	0.9	3	1
Cn1ncc(Cl)c1C(=O)N/N=C/c1cccc(OC2CSC2)c1	-5	4.4	-7	1	2	-5	-24	1	-5	1.1
COc1ccc(C(=O)O/N=C/c2ccc(S(=O)c3ccc(Cl)cc3)nc2)cc1 (stereo not given)	-2	1.7	-7	1.1	9	-9	-14	0.9	-4	1
COCCCNS(=O)(=O)c1ccc2c3c(cccc13)C(=O)S2	6	1.2	4	1	-15	2	-1	1.1	-2	0.9
Cc1ccc([N+](=O)[O-])cc1NC(=O)C(C)N1CCCCC1 (stereo not given)	-2	0.9	-14	1	-3	-4	0	1	-1	1
CCS(=O)(=O)N1CCCC(C(=O)NC2CCCC2)C1 (stereo not given)	0	-0.5	-6	1	7	-1	-10	0.9	-2	1
COC(=O)c1cccc(NS(C)(=O)=O)c1C	-8	0.4	-5	1	1	-2	-3	1	4	1.1
O=C1CSC(c2ccccn2)N1c1cccc(Cl)c1 (stereo not given)	1	0.9	-11	1.1	0	-7	-28	1	-2	1
O=C(N/N=C/c1cccnc1)/C(=C\c1cccs1)NC(=O)c1ccccc1	-4	0.7	-13	1.1	-4	-6	-16	1	-2	1
Cc1cc(C)c(NC(=O)C2c3ccccc3Oc3ccccc32)c(C)c1	-2	2.8	-6	1	-7	3	-8	1.1	-5	1
CCOC(=O)C(=CNc1cc(C)nn1-c1ccc(C)cc1)C(=O)OCC	-7	-1.4	-12	1.1	1	-7	22	1	6	1.1
CCOC(=O)C1C(c2cccnc2)NC(=O)NC1(O)C(F)(F)F (stereo not given)	-3	2.8	-12	1.1	-6	-6	-2	1.1	-1	1
Cc1cc(C)n2[nH]c(=O)c(N=Nc3ccccc3)c2n1	11	4.6	20	1	28	4	14	0.7	-3	0.9
CCCn1c(=O)[nH]c(=O)c2c1nc(-c1ccccc1OC(F)F)n2CCOC	-5	-0.8	-8	1	5	-3	-6	0.9	4	1
Cn1nc(CC(=O)Nc2ccc3c(c2)CCC3)c2ccccc2c1=O	-2	2.0	-4	1	0	0	-12	1	-8	1
O=C(c1ccncc1)N1CCN(C(=O)c2cccc3ccccc23)CC1	-4	1.3	-12	1	-9	-3	2	1.1	-7	1
CCC(CC)NC(=O)CC(c1ccccc1)c1ccccc1	-7	2.3	-16	1	-8	-5	3	1.1	8	1.1
Cc1ccc(C)c(C(=O)CN2C(=O)CCC2=O)c1	-5	0.9	-20	1.1	7	-8	-6	0.9	-3	1.1
CC(C)OC(=O)C1=C(N)N2C(=O)CSC2=C(C(=O)OC(C)C)C1	-5	0.7	-16	1	-1	-3	-5	1	-1	1
CCC(C)C(NC(=O)OC(C)(C)C)C(=O)NC(Cc1ccccc1)C(=O)OC (stereo not given)	-2	1.6	0	1.1	2	-7	4	1	10	1
O=C(CSc1nc2ccccc2c(=O)n1-c1ccc(OC(F)F)cc1)NCc1cccs1	0	5.7	-2	1	-3	1	5	1	-6	1
CCOc1ccccc1CN1C(=O)NC(C)(c2ccccc2)C1=O (stereo not given)	-3	1.0	-8	1	-10	-1	-4	1.1	35	1
CCCN1Cc2cccc(C(=O)N3CCN(c4ccc(F)cc4)CC3)c2C1=O	2	-0.1	-15	1	-1	-2	.	1	2	1
O=C(CSc1nccc(=O)[nH]1)NN(c1ccccc1)c1ccccc1	3	1.4	13	0.9	-6	6	11	1.1	-3	1
Cc1cc(C(F)(F)F)c(C#N)c(=O)[nH]1	1	-0.1	-5	1	7	-2	-11	0.9	-10	1
CC(=O)OCC(=O)[C@H]1CC[C@H]2[C@@H]3CCC4=CC(=O)CC[C@]4(C)[C@H]3CC[C@]12C	-4	3.9	-10	1.1	1	-8	-24	1	100*	1
COc1c(N2CCN(C(=S)Nc3ccccc3)C(C)C2)c(F)cc2c(=O)c(C(=O)O)cn(C3CC3)c12 (stereo not given)	1	1.1	6	1.1	-6	-6	-2	1.1	-2	1
NC1=NC(=O)CC(C(=O)NCc2ccccc2)S1 (stereo not given)	-4	0.3	2	1.2	4	-21	11	1	-1	1
COc1ccccc1OCC(=O)Nc1cccc(-c2nnc(-c3ccco3)o2)c1	-6	3.9	-6	0.8	-21	17	-16	1.2	3	1.1
CCOC(=O)C1=C(c2ccccc2)OC(N)=C(C#N)C1c1cccnc1 (stereo not given)	0	3.8	-10	1.1	-3	-5	-20	1	5	1
Cc1ccc2c(CSc3nncn3C)cc(=O)oc2c1C	-8	3.2	-13	1.1	7	-5	-4	0.9	-1	1.1
CC(C)(C)n1ncc2c(=O)n(Cc3cccc(Cl)c3)cnc21	1	0.2	-5	1	-15	-2	-10	1.1	7	1
Cc1nc(N2CCC(C)CC2)c2c(C)c(C(=O)Nc3cccc(C(F)(F)F)c3)sc2n1	-1	4.0	-4	1	-23	-4	16	1.2	24	1
COc1ccc([N+](=O)[O-])cc1NC(=O)C(C)c1ccccc1 (stereo not given)	-2	1.1	-9	1.1	-19	-5	14	1.2	-1	1
Cn1c(Sc2ccc(Cl)cc2)c(C=O)c2ccccc21	-5	9.8*	-1	1	.	-3	-4	0.1	12	1
Cc1ccc(-c2cc3c(N=O)c4ccccc4c-3n[nH]2)cc1	-7	3.9	-9	0.1	-2	94*	-6	1	41	1.1
O=C(O)C1Cc2ccccc2CN1S(=O)(=O)c1ccc(Cl)cc1 (stereo not given)	0	-0.2	-6	1	-14	0	-5	1.1	3	1
CC/C(C)=C1\SC(N2CCOCC2)=NC1=O	-4	1.2	-9	1	0	-4	-10	1	-6	1

Two entries picked at random from the list so far, as already listed:
SMILES	TNAP inh hi DEA	RAM network inh	TNAP inh no acc	FLuc act counter	bIAP inh	FLuc inh counter	APP transl inh	bIAP act	Lmaj promast	TNAP act hi DEA
O=C(N/N=C/c1cccnc1)/C(=C\c1cccs1)NC(=O)c1ccccc1	-4	0.7	-13	1.1	-4	-6	-16	1	-2	1
CCOc1ccccc1CN1C(=O)NC(C)(c2ccccc2)C1=O (stereo not given)	-3	1.0	-8	1	-10	-1	-4	1.1	35	1
